Tn7 DDE FP: DD(E)-Tn7 binding inhibition, primary FP screen | inhibition, % at 8.3 µM | P02675 | FP displacement of FITC-Tn7 peptide from fibrin DD(E); 0% = median of compound wells per plate | 0.13% of 370,000 active;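 active = inhibition above the mean of compounds falling within the control limits plus 3 SD of them, cut at about 14% in these data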;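 also: 0% = plate median of compound wells and 100% = 10 µM Aha-Tn7 peptide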
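Assay system: Human clot-derived fibrin DD(E) complex | Buffer or medium: Tris/NaCl/CaCl2 buffer, pH 7.8 | Repeats: One replicate per compound | Benchmarks: Aha-Tn7 high control | Measure: % inhibition scaled between sample-field median and high-control FP | Schedule: 10 min plus 3 h, room temperature | Signal: Fluorescence polarization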
proKLK7 act: activates the human kallikrein-7 zymogen; 0.9% of 370,000 active; purified proKLK7, EDANS-DABCYL substrate fluorescence; 100% is mature enzyme control, 0% vehicle; P49862; activation, % at 7 µM;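 active = activation above the mean of all tested compounds plus 3 SD, computed per campaign excluding outliers beyond control limits, cut at about 13% in these data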
Target sequence (P49862 whole entry, looked up): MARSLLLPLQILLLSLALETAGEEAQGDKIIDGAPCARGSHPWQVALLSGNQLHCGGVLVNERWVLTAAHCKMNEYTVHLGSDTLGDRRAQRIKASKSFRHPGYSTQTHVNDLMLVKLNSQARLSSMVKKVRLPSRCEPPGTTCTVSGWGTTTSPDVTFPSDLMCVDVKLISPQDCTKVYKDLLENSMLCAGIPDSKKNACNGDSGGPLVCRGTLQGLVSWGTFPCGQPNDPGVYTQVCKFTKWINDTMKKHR
PLCb3 inh: inhibitors of human phospholipase C beta3 | Q01970 | Purified PLC-beta3, fluorogenic substrate, fluorescence | inhibition, % at 12.2 µM | 0.18% of 370,000 active | AID 720704; in the data active = inhibition above about 11%;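 also: 0% = median of compound wells on plate and 100% = full blocker control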
UHRF1 MBD2 ctr: UHRF1 methyl-DNA binding inhibition; Q96T88; AID 687016; inhibition, % at 4.4 µM; 0.75% of 370,000 active; UHRF1 binding to methylated oligo, TR-FRET; in the data active = inhibition above about 21%;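 also: UHRF1 SRA domain binding a hemimethylated CpG hairpin DNA probe; 0% = median of test compound wells and 100% = reference inhibitor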
HGIII-sPLA2 inh: Inhibits HGIII-sPLA2 liposome hydrolysis, primary screen; inhibition, % at 12.2 µM; 0.56% of 370,000 active; QFRET BODIPY PC-A2 liposome hydrolysis, fluorescence;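 active = inhibition above mean plus 3 SD of compounds lying within the high and low control bounds, cut at about 19% in these data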;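 also: 0% = median of test compound wells and 100% = no enzyme DMSO wells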
ASAP1 GAP inh: blocks human ASAP1-stimulated Arf1 GTP hydrolysis. GDP FP detection. 0.19% of 360,000 active. inhibition, % at 16.5 µM. AID 624377; in the data active = inhibition above about 25%;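 also: 0% = vehicle with enzyme and substrate and 100% = no enzyme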
Target sequence (Q9ULH1 325-724 limits assumed): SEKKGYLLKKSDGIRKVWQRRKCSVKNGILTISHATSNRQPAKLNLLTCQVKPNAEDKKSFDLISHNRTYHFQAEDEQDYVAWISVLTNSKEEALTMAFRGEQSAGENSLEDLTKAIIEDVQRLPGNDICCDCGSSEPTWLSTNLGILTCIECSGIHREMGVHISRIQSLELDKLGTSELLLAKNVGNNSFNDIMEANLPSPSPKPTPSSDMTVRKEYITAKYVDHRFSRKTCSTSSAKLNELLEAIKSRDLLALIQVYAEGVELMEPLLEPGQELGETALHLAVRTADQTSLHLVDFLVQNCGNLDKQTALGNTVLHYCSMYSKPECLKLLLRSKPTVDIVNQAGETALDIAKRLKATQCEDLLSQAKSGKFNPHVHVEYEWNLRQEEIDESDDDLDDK
Rev-erbA mod: modulators of human Rev-erb alpha DNA binding. Rev-erbα–FITC-DNA binding, fluorescence polarization, 90 min. 0.79% of 370,000 active. activity, % at 10 µM. P20393;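 active = activity above about 14%, limit read from the data; passing the limit was not always enough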;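 also: 0% = DMSO wells with 35 nM protein and 100% = DMSO wells with 750 nM protein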
DDE Tn6 FP inh: disrupts Tn6 cyclic peptide binding to fibrin D-Dimer-E complex; P02675; Fibrin DD(E) TRITC-Tn6 fluorescence polarization displacement; inhibition, % at 8.3 µM; 0.21% of 370,000 active; AID 720509;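 active = inhibition above a per-campaign cutoff: mean of compounds within control limits plus 3 SD, cut at about 15% in these data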;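 also: 0% = median of all compound wells on the plate and 100% = blocking peptide control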
ARFGAP1 inh: inhibits rat ARF GTPase activating protein 1; Q62848; Arfgap1-stimulated ARF1 GTP hydrolysis, GDP FP detection; inhibition, % at 16.5 µM; 0.26% of 360,000 active;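 active = inhibition above a per-plate limit, mean inhibition of low control wells plus 3 SD, cut at about 25% in these data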;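 also: 0% = DMSO wells with enzyme and 100% = wells lacking Arfgap1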
Target sequence (Q62848 1-136 limits assumed): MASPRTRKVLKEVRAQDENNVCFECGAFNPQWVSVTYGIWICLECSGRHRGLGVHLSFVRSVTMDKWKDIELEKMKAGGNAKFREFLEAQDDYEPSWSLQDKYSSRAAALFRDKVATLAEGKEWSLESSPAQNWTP
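Assay system: Rat Arfgap1 GAP domain (His6, aa 1-136), purified enzyme | Buffer or medium: HEPES 25 mM pH 7.5, NaCl 150 mM, MgCl2, DTT | Schedule: GTP hydrolysis reaction 2 h at 25 °C | Signal: FP of antibody-bound GDP Alexa 633 tracer, ex 620/em 688 nm | Measure: Percent inhibition of Arfgap1-stimulated GTP hydrolysis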
PLC-gamma1 inh: PLC-gamma1 (human) inhibition, primary screen. P19174. purified PLC-gamma1, fluorogenic substrate, fluorescence. inhibition, % at 12.2 µM. 0.84% of 370,000 active; in the data active = inhibition above about 9.5%
An asterisk follows results filed as active; nt = no result given; & = joins results of further samples.

(1) CCOC(=O)Cc1csc(NC(=O)c2ccc(C)cc2)n1
(2) Cc1nnsc1NC(=O)OCCCl
(3) COc1ccc(NC(=O)CCn2c(=S)[nH]c3ccccc3c2=O)cc1Cl
(4) Cc1ccn2cc(-c3cccc(NS(C)(=O)=O)c3)nc2c1
(5) CCOC(=O)c1c(NC(=S)Nc2cccnc2)sc(C)c1C
Assay by compound	1	2	3	4	5
Tn7 DDE FP	1	-2	3	-1	-2
proKLK7 act	-0.1	0.0	-0.8	2.2	0.2
PLCb3 inh	4	3	2	-11	-4
UHRF1 MBD2 ctr	-2	-3	0	0	-3
HGIII-sPLA2 inh	-3	2	4	-5	2
ASAP1 GAP inh	4	4	8	-3	-1
Rev-erbA mod	3	nt	-7	3	3
DDE Tn6 FP inh	-1	5	-6	-4	7
ARFGAP1 inh	-12	1	-3	-6	13
PLC-gamma1 inh	-2	6	0	-13	1

(6) O=C(Cn1cnc2scc(-c3ccc(F)cc3)c2c1=O)N1CCOCC1
(7) O=C1CCCN1c1ccc(C(=O)N(Cc2nnc(-c3ccc(Cl)cc3)o2)C2CC2)cc1
(8) N#Cc1ccc(S(=O)(=O)N2CCCc3nc(-c4ccccc4)ccc32)cc1
(9) Cc1cc(Oc2ccc(-c3ccccc3)cc2)nc(N2CCOCC2)n1
(10) CCOc1ccc(NC(=O)CN(C)C(=O)C2CSC3(C)CCC(=O)N23)cc1OCC (centres undefined)
Assay by compound	6	7	8	9	10
Tn7 DDE FP	1	2	5	3	-1
proKLK7 act	-0.5	-0.3	0.9	0.5	-0.5
PLCb3 inh	-2	-2	-11	1	-4
UHRF1 MBD2 ctr	-2	1	-2	7	1
HGIII-sPLA2 inh	-1	10	-5	7	10
ASAP1 GAP inh	-16	2	0	-4	-4
Rev-erbA mod	-2	-1	1	0	3
DDE Tn6 FP inh	3	4	2	3	4
ARFGAP1 inh	3	1	-1	3	-7
PLC-gamma1 inh	-1	5	-10	1	4

(11) CCN(CC)CCN1c2ccccc2Sc2ccc3ccccc3c21
(12) COc1ccc([C@H]2CC(=O)C=C(c3ccc(OC(F)(F)F)cc3)C2)cc1OC
(13) O=[N+]([O-])c1ccc(SNc2ccccc2)c([N+](=O)[O-])c1
(14) Cc1cccc(C(=O)NCC(=O)NCCSc2ccc(Br)cc2)c1
(15) COc1cccc(CN2CCNC(=O)C2CC(=O)N(C)C2CCOCC2)c1OC (centres undefined)
Assay by compound	11	12	13	14	15
Tn7 DDE FP	3	-2	2	-2	1
proKLK7 act	-4.1	0.9	-0.1	-0.3	1.3
PLCb3 inh	-229	1	6	-8	-21
UHRF1 MBD2 ctr	-3	6	-1	-1	-6
HGIII-sPLA2 inh	4	-3	10	2	2
ASAP1 GAP inh	8	-4	3	9	-1
Rev-erbA mod	9	1	5	2	1
DDE Tn6 FP inh	3	3	-9	-7	-1
ARFGAP1 inh	0	-10	-8	2	-6
PLC-gamma1 inh	-178	3	6	-4	-13

(16) CCCCN(C)CCN1C(=O)C2C(C(=O)Nc3cccc(OC)c3)C3C=CC2(O3)C1C(=O)NC1CCCCC1C (centres undefined)
(17) COc1ccc(NS(=O)(=O)c2ccc(OCC(=O)N3CCOCC3)cc2)cc1
(18) O=P1(O)C=C(c2ccccc2)OC(c2ccccc2)=C1
(19) CC(=O)Nc1ccc(-c2csc(NCc3ccco3)n2)cc1
(20) C[C@@H]1CN([C@@H](C)CO)C(=O)c2cc(-c3ccncc3)cnc2O[C@H]1CN(C)C(=O)c1cccc(F)c1
Assay by compound	16	17	18	19	20
Tn7 DDE FP	-3	8	-1	5	3
proKLK7 act	0.6	-0.7	0.8	0.3	-0.7
PLCb3 inh	-8	6	-2	-12	1
UHRF1 MBD2 ctr	1	1	-1	2	0
HGIII-sPLA2 inh	-11	3	-1	-7	5
ASAP1 GAP inh	0	-3	4	8	10
Rev-erbA mod	2	-2	-3	3	-8
DDE Tn6 FP inh	6	-2	0	2	-1
ARFGAP1 inh	2	-11	6	-3	-20
PLC-gamma1 inh	-2	7	0	-11	-2

(21) CCn1c(SCC(=O)Nc2ccccc2)nnc1-c1cccs1
(22) COc1ccccc1/C=C/C=N/n1c(-c2ccc(F)cc2)n[nH]c1=S
(23) CC1(C(=O)NS(=O)(=O)c2ccc(C#N)cc2)CCN1C(=O)CC1CCCC1 (centres undefined)
(24) CN(C)c1ccc(C(C(=O)NC2CCCC2)N(C(=O)c2csnn2)C2CC2)cc1 (centres undefined)
(25) O=C(NCCCCCCCN1CCCCCCC1)C(C1CCCCC1)C1CCCCC1
Assay by compound	21	22	23	24	25
Tn7 DDE FP	2	-6	-2	6	5
proKLK7 act	-0.2	-0.7	-0.4	-0.3	-0.2
PLCb3 inh	-179	-8	3	-6	4
UHRF1 MBD2 ctr	1	4	-1	-1	-1
HGIII-sPLA2 inh	-1	10	5	0	3
ASAP1 GAP inh	10	-8	2	7	2
Rev-erbA mod	-9	0	-5	8	-2
DDE Tn6 FP inh	2	2	1	-7	1
ARFGAP1 inh	3	7	-12	18	6
PLC-gamma1 inh	-2	0	0	-2	3

(26) COc1ccccc1OCCC(=O)OCC(=O)c1[nH]c(C)c(C(C)=O)c1C
(27) O=c1[nH]c2ccccc2c(=O)n1Cc1ccco1
(28) CC(=O)c1ccc(OCc2cc(C(=O)N3CCCCC3c3cccnc3)no2)cc1 (centres undefined)
(29) Nc1cc2ccccc2cc1NS(=O)(=O)N1CCCCC1
(30) CCOC(=O)C12CNC(=O)C(C(=O)OCC)(CNC1=O)C2
Assay by compound	26	27	28	29	30
Tn7 DDE FP	3	-2	3	-5	6
proKLK7 act	-0.8	-0.4	0.2	-1.5	-0.2
PLCb3 inh	-5	-1	-12	-12	2
UHRF1 MBD2 ctr	-2	3	3	0	-5
HGIII-sPLA2 inh	-7	5	-7	-10	4
ASAP1 GAP inh	-9	-2	0	1	-8
Rev-erbA mod	6	2	3	3	-9
DDE Tn6 FP inh	1	3	2	3	2
ARFGAP1 inh	-3	0	4	-2	-1
PLC-gamma1 inh	0	-1	-3	-9	0

(31) COc1cc(NC(=O)c2nn(C)c3c2CS(=O)(=O)c2ccccc2-3)cc(OC)c1
(32) O=C(O)CC(O)(CC(=O)O)C(=O)O
(33) Cc1cc(O)c(NC(=S)NC(=O)c2ccc(-c3ccc(Cl)cc3)o2)cc1C
(34) N#Cc1ccccc1OCC(=O)NNC(=O)CCC1CCCC1
(35) CCc1ccc(-c2cc(C)no2)cc1S(=O)(=O)N1CC(=O)Nc2ccccc21
Assay by compound	31	32	33	34	35
Tn7 DDE FP	10	-1	0	0	4
proKLK7 act	-0.3	0.2	-0.8	0.6	1.6
PLCb3 inh	-2	6	-48	1	-8
UHRF1 MBD2 ctr	1	1	-2	0	0
HGIII-sPLA2 inh	3	2	14	-13	3
ASAP1 GAP inh	3	4	17	-3	3
Rev-erbA mod	8	-2&0&-1	0	2	-3
DDE Tn6 FP inh	3	1	-7	0	0
ARFGAP1 inh	-8	-9	15	-5	11
PLC-gamma1 inh	-1	4	-39	12*	-1

(36) O=S(=O)(c1cccc(NC(=S)N2CCN(c3cccc(Cl)c3)CC2)c1)C(F)F
(37) O=C1CC(O)(C(F)(F)F)Oc2c1ccc1ccccc21 (centres undefined)
(38) C=CCOC(=O)COc1ccc2c3c(c(=O)oc2c1)CCCC3
(39) O=C1CCC(C(=O)N2CCN(c3ccccc3Cl)CC2)CN1CC1CCCCC1 (centres undefined)
(40) Cc1ccc(N2CC(C(=O)Nc3nnc(SCC(=O)NCC4CCCO4)s3)CC2=O)cc1C (centres undefined)
Assay by compound	36	37	38	39	40
Tn7 DDE FP	3	-4	-8	1	-6
proKLK7 act	0.1	54*	3.2	0.8	0.3
PLCb3 inh	6	-300	-14	-5	-11
UHRF1 MBD2 ctr	0	0	1	-2	6
HGIII-sPLA2 inh	-5	-11	1	-17	-7
ASAP1 GAP inh	19	-12	-6	-21	-2
Rev-erbA mod	-2	-6	-1	2	5
DDE Tn6 FP inh	0	-2	8	-2	-8
ARFGAP1 inh	-1	1	7	-8	-2
PLC-gamma1 inh	3	-285	-14	2	-1

(41) O=C(NCCc1ccccc1)C(=O)NCC1OCCN1S(=O)(=O)c1ccc2c(c1)OCCO2 (centres undefined)
(42) Cc1cccnc1NC(=O)NC(=O)c1ccc(C(C)(C)C)s1
(43) CC(=O)Nc1cccc(OC(=O)c2ccoc2C)c1
(44) O=C(Nc1nc2cc3c(cc2s1)OCCO3)C1=COCCO1
(45) CC1=C(c2ccc(C(C)C)cc2)S(=O)(=O)N=C1N1CCN(C(=O)c2ccco2)CC1
Assay by compound	41	42	43	44	45
Tn7 DDE FP	-1	4	-3	-11	8
proKLK7 act	0.2	0.3	0.8	0.3	-0.6
PLCb3 inh	-10	-6	-2	-47	-1
UHRF1 MBD2 ctr	-1	13	-1	2	-1
HGIII-sPLA2 inh	1	-8	2	-16	-14
ASAP1 GAP inh	-6	0	-2	-2	4
Rev-erbA mod	-1	0	-4	-4	6
DDE Tn6 FP inh	0	2	3	-1	1
ARFGAP1 inh	7	-7	-1	-14	1
PLC-gamma1 inh	6	1	0	-26	3

(46) O=C(CSc1ccc(F)cc1)N1CCC(c2nc3ccccc3s2)CC1
(47) COc1ccc2cc1Oc1ccc(cc1)C[C@H]1c3cc(c(OC)cc3CCN1C)Oc1c(OC)c(OC)cc3c1[C@@H](C2)N(C)CC3
(48) COc1ccc(/C=C/C(=O)NCC(=O)n2nc(C)cc2C)cc1
(49) Cc1cc(C)n2nc(SCC(=O)c3ccccc3)nc2n1
(50) O=C(CCCCCCC(=O)Nc1ccccc1)NO
Assay by compound	46	47	48	49	50
Tn7 DDE FP	-1	-7	1	9	-12
proKLK7 act	1.3	-0.5	-0.4	-1.2	0.4
PLCb3 inh	3	-10	-5	-2	4
UHRF1 MBD2 ctr	-1	-2	-2	-1	0
HGIII-sPLA2 inh	-17	-10	0	-26	1
ASAP1 GAP inh	8	6	-14	-2	1
Rev-erbA mod	7	-2	0	1	-2
DDE Tn6 FP inh	4	-3	7	8	-6
ARFGAP1 inh	6	7	-5	7	2
PLC-gamma1 inh	0	-7	4	1	6

(51) COc1cc(/C=N/n2nnnc2N)ccc1OCC#N
(52) Cc1[nH]c2ccccc2c1C(=O)C(=O)N1CC(C)OC(C)C1 (centres undefined)
(53) CCCn1ccc2c(OCC(=O)Nc3ccc(NC(C)=O)cc3)cccc2c1=O
(54) C/C=C/c1ccc(OCC(=O)NCc2ccccc2OC)c(OC)c1
Assay by compound	51	52	53	54
Tn7 DDE FP	-2	2	-3	2
proKLK7 act	0.2	0.1	0.1	-0.5
PLCb3 inh	-13	1	-7	3
UHRF1 MBD2 ctr	2	-2	-3	2
HGIII-sPLA2 inh	2	3	0	1
ASAP1 GAP inh	-8	4	-4	1
Rev-erbA mod	1	-4	-5	-5
DDE Tn6 FP inh	-7	0	-11	0
ARFGAP1 inh	-15	-5	-1	6
PLC-gamma1 inh	-7	6	2	1
